# KDM5B inh = Primary screen for KDM5B Histone Demethylases FDH-coupled qHTS; Lysine-specific demethylase 5B (Homo sapiens), Q9UGL1; KDM5B demethylase, FDH-coupled NADH fluorescence (FDH is formaldehyde dehydrogenase); Potency, µM (top dose mostly 57.7 µM), for inactives: top-dose activity change, negative = inhibition, hits mostly inhibitors; hit rate 2.6% among 220,000; AID 1347165, 2019; active = well fitted inhibition curve with a large enough effect; inconclusive = small, poorly fitted or top-dose-only effect; inactive = no such curve, though single readings can be large or run the other way; note: 0% is about no effect; nearly all actives have a fitted effect of over 70% in size
# Target sequence (Q9UGL1 whole entry, looked up): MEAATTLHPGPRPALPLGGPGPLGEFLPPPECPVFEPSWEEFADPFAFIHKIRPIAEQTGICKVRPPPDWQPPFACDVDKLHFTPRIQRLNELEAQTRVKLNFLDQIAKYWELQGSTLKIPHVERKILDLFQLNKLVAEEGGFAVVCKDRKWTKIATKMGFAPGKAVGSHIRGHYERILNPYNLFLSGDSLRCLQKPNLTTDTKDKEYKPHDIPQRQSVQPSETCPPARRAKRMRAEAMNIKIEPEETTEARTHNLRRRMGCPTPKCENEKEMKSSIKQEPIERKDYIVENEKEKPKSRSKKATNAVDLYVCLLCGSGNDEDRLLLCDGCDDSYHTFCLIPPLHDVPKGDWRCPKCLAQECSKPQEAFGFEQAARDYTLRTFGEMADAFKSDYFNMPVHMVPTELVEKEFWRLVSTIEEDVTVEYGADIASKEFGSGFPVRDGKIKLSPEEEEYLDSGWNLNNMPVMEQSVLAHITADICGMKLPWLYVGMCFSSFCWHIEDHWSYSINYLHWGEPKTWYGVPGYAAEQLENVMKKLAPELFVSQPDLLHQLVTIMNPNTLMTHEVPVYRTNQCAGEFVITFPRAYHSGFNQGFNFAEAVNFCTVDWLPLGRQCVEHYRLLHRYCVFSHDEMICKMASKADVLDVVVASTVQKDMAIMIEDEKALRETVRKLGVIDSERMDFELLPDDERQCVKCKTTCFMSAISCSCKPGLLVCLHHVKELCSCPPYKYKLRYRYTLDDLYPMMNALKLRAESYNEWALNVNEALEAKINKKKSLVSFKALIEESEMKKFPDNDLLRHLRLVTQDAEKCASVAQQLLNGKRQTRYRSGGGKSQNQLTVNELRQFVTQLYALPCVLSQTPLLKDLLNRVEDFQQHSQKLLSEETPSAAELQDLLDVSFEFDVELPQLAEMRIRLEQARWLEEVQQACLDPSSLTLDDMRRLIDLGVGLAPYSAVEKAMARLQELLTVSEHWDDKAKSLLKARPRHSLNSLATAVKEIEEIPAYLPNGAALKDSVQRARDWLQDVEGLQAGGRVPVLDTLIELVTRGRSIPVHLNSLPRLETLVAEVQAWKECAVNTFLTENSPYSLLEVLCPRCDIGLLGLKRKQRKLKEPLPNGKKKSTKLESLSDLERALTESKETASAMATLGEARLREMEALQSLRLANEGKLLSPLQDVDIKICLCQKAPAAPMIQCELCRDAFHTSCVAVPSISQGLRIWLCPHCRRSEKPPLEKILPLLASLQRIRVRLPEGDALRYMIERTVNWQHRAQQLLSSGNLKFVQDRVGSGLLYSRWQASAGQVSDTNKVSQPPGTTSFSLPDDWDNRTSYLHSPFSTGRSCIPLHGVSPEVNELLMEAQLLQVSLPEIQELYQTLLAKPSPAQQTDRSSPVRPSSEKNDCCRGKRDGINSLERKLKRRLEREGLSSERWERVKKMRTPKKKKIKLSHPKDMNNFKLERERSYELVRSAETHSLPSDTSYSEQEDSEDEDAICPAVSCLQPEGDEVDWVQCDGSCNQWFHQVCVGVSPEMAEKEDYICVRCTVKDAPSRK
#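 KDM5BΔAP (200 nM final) in 50 mM HEPES pH 7.5, 0.01% Tween-20 was preincubated 10 min at RT with compound over a concentration range. Substrate mix (H3K4me3 12.5 µM, α-KG 25 µM, Fe²⁺, ascorbate, NAD⁺, FDH) was added, and NADH fluorescence change over 30 min gave dose-response curves.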
# Starred values were filed as active, the others as inactive; ? = inconclusive; [ ] = dose if it differs, or a comment. Potency is the fitted concentration of half-maximal effect. These rows are one share of the data. The share of hits here may be higher or lower than overall.
SMILES,KDM5B inh
Cc1oc2ncn(CC(C)C)c(=O)c2c1C(=O)N1CCN(c2cccc(C(F)(F)F)c2)CC1,-9.5%
O=C(NCC1CCCO1)c1ccc(CSc2nc3cccnc3n2Cc2ccccc2)cc1 (stereo not drawn),?
O=C(O)CCn1ncc2cc(OCC3CCN(C(=O)Oc4ccccc4Cl)CC3)ccc21,14.6%
O=C1N(c2ccccc2)C[C@H]2CN(CC3CC3)CCN12,-3.0%[115 µM]
CCc1ccc(C(=O)N2CCN(C(=O)c3nnn4c3COC(c3ccc(F)cc3)C4)CC2)cc1 (stereo not drawn),27.6%
COCCC(=O)NCCC1CCN(C(=O)Nc2cccc(F)c2)CC1,-5.0%
COCCC1(NC(=O)C2CCOCC2)CCN(C(=O)CCc2ccc(OC)cc2)CC1,4.8%
CC(C)CCC(=O)N1C[C@@H](CO)[C@H](c2ccccn2)C1,11.5%
Cc1cc2nc3n(c(=O)c2n1CC(=O)Nc1ccc(Br)cc1)CCCCC3,22.8%
CCOc1ccc(C(=O)c2cn(CC(=O)Nc3ccc4c(c3)OCCO4)c3ccc(F)cc3c2=O)cc1,-27.7%
CN1CC(=O)N(C2CCCC2)Cc2c(NCc3cccc(F)c3)ncnc21,-23.3%
CC(C)(C)CN[C@H]1C[C@@H](Cc2cc(COc3ccccc3)on2)C1(C)C,18.4%[86.2 µM]
Cc1ccc(CNC(=O)c2cccc3cccnc23)cc1,-7.5%
COc1cc(NS(=O)(=O)c2cccc(Cl)c2Cl)c(C(=O)O)cc1OC,1.3%
COc1ccc(C(=O)NCCNC(=O)c2cnccn2)cc1,25.2%
Cc1cc(=O)n(CC(=O)Nc2ccc3c(c2)OCO3)c(-c2ccc(Cl)cc2)n1,-20.8%
O=C1CC(c2ccccc2)SC(c2ccccc2)C1 (stereo not drawn),2.7%
CN(C)C[C@H]1C[C@H](CO)CN(C(=O)c2ccccc2OCc2ccccc2)C1,17.2%
O=C(CC1CCCCC1)N1CCn2c(nnc2[C@@H]2C[C@@H](O)CN2Cc2ccccc2)C1,-13.4%
Cn1cnc2c1c(=O)n(CC(=O)N(Cc1ccc(F)cc1)C1CC1)c(=O)n2C,18.2%
COc1ccc(-c2noc(-c3cccn3CC(=O)Nc3ccccc3C(C)C)n2)cc1F,9.0%
Cc1ccc(N(C)C(=O)C2CCCN(c3ncnc4c3nc3n4CCCCC3)C2)cc1C (stereo not drawn),-24.8%
CCOCC(=O)Nc1ccc(-c2cn3c(C)csc3n2)cc1,-23.0%
COc1ccccc1NC(=O)c1cc2cc3ccc(OC)c(Cl)c3nc2s1,5.7%
C[C@H]1[C@@H]2[C@H]3OC(=O)[C@@H](C)[C@@H]3CC[C@@]2(C)CC[C@@H]1NC(=O)c1ccccn1,19.1%[86.2 µM]

# Next section.
SMILES,KDM5B inh
Cc1ccc2[nH]c(-c3ccccc3)cc2c1,?
COc1ccccc1CNS(=O)(=O)c1c(C)nc2sc(C)cn2c1=O,?
C#CCNC(=O)c1nc(C(C)(C)C)c2cnccn12,50.1µM*
CC(C)(C)c1cccc(P(=O)(c2ccccc2)c2ccccc2)c1O,29.6%
O=C(Nc1ccc(F)cc1F)c1ncoc1-c1cccc(Cl)c1,?
COc1ccccc1NC(=O)C(=O)c1cc(C)n(-c2cc(C)cc(C)c2)c1C,?
Cc1ccc(CNC(=O)c2nc(SCc3ccc(C)cc3)ncc2Cl)cc1,-19.3%
Cc1cc(SCC(=O)NC(=O)NC(C)C)nc2ccccc12,10.2%
O=C(Nc1ccc2[nH]c(=O)[nH]c2c1)c1ccc(Cl)cc1N1CCCC1=O,8.7%
C/C(=N\NC(=O)CNC(=O)C1COc2ccccc2O1)c1ccco1 (stereo not drawn),-7.3%
CCN(CCCNC(=O)CN1N=C(c2ccc(C)cc2)CCC1=O)c1ccccc1,-28.7%
CN(CC1(C)CCOCC1)C(=O)c1cc(Cl)ccc1F,9.8%
O=C(CNC1CCCC1)Nc1ccc(S(=O)(=O)N2CCCCC2)cc1,2.8%
CCc1cccc(NC(=O)c2cccc(S(=O)(=O)N3CCOCC3)c2)c1,7.9%
CN(Cc1ccccc1F)c1ccc(S(N)(=O)=O)cn1,-2.5%
COc1ccc(Cl)cc1-c1ccc2c(c1)C(=O)N1CC[C@H](NC(=O)NC(C)C)[C@H]1C(=O)N2,?
O=C(c1cc(=O)c2cc(Cl)ccc2o1)N(Cc1cccs1)c1ccccn1,0.8%
NC(=O)c1cccnc1OC1CCNCC1,?
CCCN(CC1CCOC1)C(=O)Nc1ccc(C)c(Cl)c1 (stereo not drawn),3.5%
Cn1c(=O)c2c(-c3ccc(Cl)cc3)n(CCc3ccccc3)cc2n(C)c1=O,?
C=CCNC(=O)C[C@@H]1CCN(C(=O)C2CC2)C[C@@H]1CC,8.0%[115 µM]
C=CCOc1ccc2c(c1)c(=O)cc(C(=O)O)n2CC,?
Fc1ccc(-c2cn3cc(Cc4ccccc4Cl)sc3n2)cc1,?
O=C(CSc1cn(CC(=O)N2CCCCC2)c2ccccc12)Nc1ccccc1F,-20.9%
O=c1[nH]nc(C(F)(F)F)c2nnn(Cc3ccccc3Cl)c12,-8.0%

# Reprinted at random: 4 records from the list
SMILES,KDM5B inh
CCc1cccc(NC(=O)c2cccc(S(=O)(=O)N3CCOCC3)c2)c1,7.9%
Cc1cc(SCC(=O)NC(=O)NC(C)C)nc2ccccc12,10.2%
CCCN(CC1CCOC1)C(=O)Nc1ccc(C)c(Cl)c1 (stereo not drawn),3.5%
Cn1c(=O)c2c(-c3ccc(Cl)cc3)n(CCc3ccccc3)cc2n(C)c1=O,?

# 3 consecutive compounds already listed:
SMILES,KDM5B inh
Fc1ccc(-c2cn3cc(Cc4ccccc4Cl)sc3n2)cc1,?
O=C(CSc1cn(CC(=O)N2CCCCC2)c2ccccc12)Nc1ccccc1F,-20.9%
O=c1[nH]nc(C(F)(F)F)c2nnn(Cc3ccccc3Cl)c12,-8.0%

# The list goes on:
SMILES,KDM5B inh
CC(C)Oc1ccc(CNC(=O)CCC2CCN(S(=O)(=O)c3ccccc3)CC2)cc1,12.7%
CC1CCCCN1C(=O)c1ccc(Br)o1 (stereo not drawn),21.7%
COc1cccc(NC(=O)O[C@@H]2CO[C@H]3[C@@H]2OC[C@@H]3Nc2nccc(-c3cccc(F)c3)n2)c1,38.8%
CCC(CC)C(NC(=O)Cc1ccccc1F)c1cccs1 (stereo not drawn),21.3%
CN(CC(=O)Nc1cccc(F)c1)Cc1ncc(-c2ccc(Cl)cc2)o1,-4.0%
Cc1nc2sc3c(c2c2nc(C(=O)NCc4ccco4)nn12)CC(C)(C)OC3,?
COc1ccc(CCN2Cc3cc(NC(=O)Cc4ccc(F)cc4)ccc3OC(C)C2=O)cc1 (stereo not drawn),-13.6%
O=C(O)C[C@@H]1CCN(C(=O)C2CCCCC2)C[C@@H]1CCN(CCN1CCOCC1)c1ccccc1,?
CCCOc1ccccc1CCCNC(=O)[C@H]1CCC[C@@H](O)C1,12.7%
Cc1ccc2cc(C(=O)N3CCCC(C(=O)N4CCOCC4)C3)[nH]c2c1 (stereo not drawn),0.2%
O=C(NC1=NCCS1)c1cccc(F)c1,-8.5%
CC(C)c1noc([C@@H]2C[C@H]3C(=O)NCCCCCCN(C(=O)c4ccncc4)[C@H]3C2)n1,-25.2%
c1ccc(-c2c(-c3ccccc3)n(-c3ccccc3)c3ccccc23)cc1,11.0%
COc1ccc(NC(=O)C2Cc3ccccc3N2C(=O)c2ccccc2)c(OC)c1 (stereo not drawn),-3.2%
O=C(CCCCC(=O)OCC(=O)c1ccc(Br)cc1)OCC(=O)c1ccc(Br)cc1,16.6%
CCN1CCN(c2ncnc3c2cnn3-c2cccc(C)c2)CC1,?
COc1ccc(S(=O)(=O)NCCS(=O)(=O)N2CCN(c3ccccc3)CC2)cc1C,?
COc1ccc(C(=O)N2CCc3ccc(C(=O)NCc4ccc5c(c4)OCO5)cc32)cc1,-22.3%
CCSc1nnc(COc2ccccc2)n1CC,22.6%
CCc1cc(=O)[nH]c(-n2nc(C)cc2NC(=O)c2ccccc2Br)n1,19.0%
COc1ccc(Nc2cnc3ccc(-c4cccc(CO)c4)nn23)cc1,-16.9%[86.2 µM]
O=C(CSc1nc2[nH]c(=O)cc(O)c2s1)Nc1cccc(Br)c1,-3.2%
CCCCN1C(=O)NC(c2ccc(OC)cc2)C2=C1COC2=O (stereo not drawn),2.0%
Cc1cccc(OCC(=O)N2[C@@H]3CC[C@H]2CC(NC(=O)c2ccncc2)C3)c1 (stereo partly drawn),-4.2%
COCCC(=O)N1CCCCCCNC(=O)[C@@H]2C[C@@H](C(=O)N3CCN(c4ccccn4)CC3)C[C@@H]21,?

# More entries
SMILES,KDM5B inh
O=C(Nc1nc(-c2cccc3ccccc23)cs1)c1cccs1,?
COCC(=O)Nc1ccc([C@@H](O)[C@H]2COCC(=O)N2)cc1,-14.1%[86.2 µM]
CCN(c1ccc(NC(=O)COC(=O)c2cc(C)nc3ccccc23)cc1)C(C)C,-14.1%
CCn1ccc(C(=O)N2[C@@H]3CC[C@H]2CC(NC(=O)c2ccc(F)cc2)C3)n1 (stereo partly drawn),19.6%
CCOC(=O)N1CCN(Cc2nc3cc([N+](=O)[O-])ccc3n2CC)CC1,1.3%
CN1CC(=O)N(C2CCCNC2)Cc2c1ncnc2N(C)Cc1ccc(F)cc1 (stereo not drawn),22.4µM*
O=C1CC(C(=O)Nc2ccc(F)c(F)c2)n2nc(-c3ccccc3)cc2N1 (stereo not drawn),-10.6%
CCn1cc(S(=O)(=O)N2CCC(Cc3ncc(C)n3Cc3ccc(F)cc3)CC2)cn1,-6.3%
Nc1nccnc1C(=O)NCc1ccc(OCc2cccc(F)c2)cc1,?
CCCNC(=O)c1cc2sc(C)c(CN3CCCCC3)c2[nH]1,-16.7%
Cc1cnc(C)n1C1CCCN(C(=O)C2CCOCC2)C1 (stereo not drawn),21.6%
O=C(CN1CC2CC(C1)[C@H]1CCCC(=O)N1C2)NCCN1CCOCC1 (stereo partly drawn),9.1%
COc1cccc(C(=O)Nc2ccccc2-c2nnc(-c3ccc(C(C)(C)C)cc3)o2)c1,-15.8%
Cc1nncn1C1CCN(S(=O)(=O)c2cc(F)cc(F)c2)CC1,16.8%
C[C@H](NC(=O)[C@@H]1Cc2ccccc2CN1)C(=O)NC[C@H]1CC[C@H](C(=O)O)CC1,-10.1%
O=C(Nc1nc2ccccc2s1)c1ccc2c(c1)OCCN(CCC(F)(F)F)C2,31.6µM*
Cc1cccc(-c2noc(CCC(=O)N3CCC(C)(c4noc(C5CC5)n4)CC3)n2)c1,18.4%
CC(C)(C)OC(=O)N1CCC(c2c(C(=O)Nc3ccc4c(c3)OCCO4)cnn2-c2ccc(Cl)cc2)CC1,-33.3%
O=C(CCC1CCN(C(=O)c2ccccc2Cl)CC1)N1CCc2ccccc2C1,?
CC(=O)c1cccc(NC(=O)CN2C(=O)NC(c3ccc(C)cc3)C3=C2COC3=O)c1 (stereo not drawn),-7.4%
COCCn1c(=NC(=O)c2ccc3c(c2)OCCO3)sc2cc(NC(C)=O)ccc21,?
O=C(NCc1cc2n(n1)CCN(C1CCCCC1)C2)Nc1cccc(F)c1,?
COc1ccccc1NC(=O)N1CCc2cc(OC)c(OC)cc2C1CNC(=O)c1ccccc1 (stereo not drawn),1.4%
Cc1cc2cc(-c3c(C)noc3C)nc(NC3CC3)c2o1,-30.4%[115 µM]
O=C1CSc2ccc(C(=O)OCc3ccccc3[N+](=O)[O-])cc2N1,-4.6%

# Four entries out of the list above, sorted by their value in KDM5B inh, low to high:
canonical_smiles | KDM5B inh
CCN(c1ccc(NC(=O)COC(=O)c2cc(C)nc3ccccc23)cc1)C(C)C | -14.1%
O=C1CC(C(=O)Nc2ccc(F)c(F)c2)n2nc(-c3ccccc3)cc2N1 (stereo not drawn) | -10.6%
CCOC(=O)N1CCN(Cc2nc3cc([N+](=O)[O-])ccc3n2CC)CC1 | 1.3%
COc1ccccc1NC(=O)N1CCc2cc(OC)c(OC)cc2C1CNC(=O)c1ccccc1 (stereo not drawn) | 1.4%

# Continuation.
SMILES,KDM5B inh
CC(C)CNC(=O)C1CCN(c2ncnc3sc4c(c23)CCCC4)CC1,11.0%
Nc1cccc(OCCOc2ccccc2)c1,4.5%
Cc1ccc(OCC(=O)N2CCOCC2)c([N+](=O)[O-])n1,8.6%
COCc1noc([C@@H]2CN(C(=O)CC3CCCC3)C[C@H]2CO)n1,4.6%
c1ccc(-c2ccnc3nc(C4CC4)nn23)cc1,28.2µM*
COc1ccc(N2Cc3c(NC4CCCCCC4)ncnc3N(C)CC2=O)cc1,?
N#CC1=C(N)Oc2c(c(=O)[nH]c3ccccc23)C1c1ccc(F)cc1 (stereo not drawn),?
CCn1c2ccccc2c2cc(NC(=O)COc3ccc(C)cc3C)ccc21,?
COc1ccccc1-c1noc(-c2ccc(S(=O)(=O)NC3CC3)o2)n1,11.1%
Cc1cccc(-c2noc(CNC(=O)CN(C)S(=O)(=O)c3ccc4ccccc4c3)n2)c1,?
CCN(CC)C(=O)[C@@H]1CCC[C@@H](NCc2nccn2C)CN(C)C(=O)C1,?
CC(C)(C)C(=O)N1CCC2(CCCN(Cc3cccc(F)c3F)C2=O)C1 (stereo not drawn),-1.9%
CCOc1ccccc1C1NC(=O)N(CC(=O)N(C)c2ccccc2)C2=C1C(=O)OC2 (stereo not drawn),16.2%
CCCC(=O)N1N=C(c2ccc3c(c2)OCO3)CC1c1ccc2nccnc2c1 (stereo not drawn),4.2%
CCn1nc(C2CCOCC2)nc1C1(c2ccccc2)CC1,27.3%
O=C(Cc1ccc(F)cc1)N1CCC2(CC1)CN(Cc1ccccc1)CC2CO (stereo not drawn),?
CC1=NOC2(CCN([S+](=O)([O-])c3c(C)noc3C)C2)C1 (stereo not drawn),-12.1%[86.2 µM]
O=C(CCc1cccnc1)Nc1cnc2ccccc2c1,12.6%
CC1CN(C(=O)Nc2ccc(C(=O)NCCc3ccccc3)cc2)c2ccccc2S1 (stereo not drawn),-23.8%
